# Screens (PubChem)
# NCI-60 one-dose screen, 48 h, at 10 µM unless noted. Numbers give growth in % (100 = growth as untreated, 0 = no growth, -100 = all killed).
# NCI-H522 – NCI-H522 lung cancer. 8% of 78,000 active
# NCI-H322M – NCI-H322M lung cancer; 2.7% of 80,000 active
# NCI-H23 – NCI-H23 lung cancer. AID 1794731. 4% of 80,000 active
# NCI/ADR-RES – NCI/ADR-RES ovarian cells | 4.4% of 81,000 active | AID 1794790
# NCI-H226 – NCI-H226 lung cancer; 3.5% of 79,000 active
# HCT-15 – HCT-15 colon cancer. 5.2% of 82,000 active
# NCI-H460 – NCI-H460 lung cancer; 6.8% of 82,000 active
# COLO 205 – COLO 205 colon cancer | 7.3% of 79,000 active
# HCT-116 – HCT-116 colon cancer; AID 1794798; 7.3% of 82,000 active
# An asterisk follows results filed as active; / = no result given; & = joins results of further samples. How the source made its calls: active means growth percent below 10; inactive means the rest.
SMILES,NCI-H522,NCI-H322M,NCI-H23,NCI/ADR-RES,NCI-H226,HCT-15,NCI-H460,COLO 205,HCT-116
C#CC(C)(O)CC(C)C (stereo not given),/,108,109,111,95,98,105,107,103
COc1ccc(C(=O)/C=C/c2ccc3c(c2)OCO3)cc1S(=O)(=O)NNC(=O)c1ccncc1,95,93,98,102,101,97,102,116,89
[O-][N+](=Nc1ccc(Sc2ccccc2)cc1)c1ccc(Sc2ccccc2)cc1,85,102,73,88,78,90,93,98,86
N=C1C(c2nc(-c3ccc(F)cc3)cs2)=C(O)CN1CCCN1CCOCC1,109,100,107,100,92,103,124,114,87
O=C(N/N=C/c1ccccc1O)c1ccccc1,-4.7*,34,41,13,27,24,9.5*,19,15
COc1ccc(CCC(=O)c2ccccc2)cc1,87,99,111,105,/,101,113,113,94
CC1C(=O)OC(=O)N1c1ccccc1 (stereo not given),100,140,100,101,128,116,130,/,94
C=CC(=O)N[C@H](Cc1ccc(-c2cc(Cl)cc(Cl)c2)cc1)[C@H](O)[C@@H](O)C(=O)OCC,77,92,91,97,71,96,92,92,79
OCCNc1nc(Nc2ccc(Cl)c(Cl)c2)nc2ccccc12,62,71,55,/,62,26,33,-22*,30
Cc1c(Br)cccc1NC(=O)c1c(N)c2cc3c(nc2n1C)CCCC3,63,88,84,89,76,79,96,96,86
Cc1nn(-c2ccccc2)c(N2CCN(C)CC2)c1/C=N/N=c1\sc2ccccc2n1C,65,73,83,75,70,61,54,51,61
COC(=O)c1nc(N)nc(C(=O)OC)c1C(=O)c1ccc(OC)cc1,56&100,88&105,58&99,37&105,75&101,42&107,55&121,76&109,38&108
CCOC(=O)c1c(-c2ccc(O)cc2)c(C#N)c2c(C#N)c(N)nn2c1N,39,95,73,96,69,76,74,75,68
Cc1ccc(S(=O)(=O)CC(=O)c2cc3ccccc3oc2=O)cc1,89,98,99,97,/,103,99,/,101
CC1(C)c2ccccc2-c2nc3ccccc3cc2C1N1CCOCC1 (stereo not given),/,113,100,99,107,91,105,101,91
COc1cc2cc(Sc3ccc(NC(=O)c4cccc(C(F)(F)F)c4)cc3)c(C)nc2cc1OC,99,/,98,104,90,101,111,97,100
CC(=O)N1N=C(c2ccc3c(c2)OCO3)CC1c1sc(N(C)Cc2ccccc2)nc1Cl (stereo not given),84,100,90,92,101,94,103,98,90
O=C(NCc1ccccc1)Nc1ccc2cc3ccc(NC(=O)NCc4ccccc4)cc3nc2c1,99,107,92,103,98,103,105,129,94
COc1ccc(C(=O)/C=C/Nc2cccc(S(N)(=O)=O)c2)cc1,100,101,97,107,100,100,107,112,106
COc1cc(-c2nc(N=Nc3c(O)[nH]c4ccc(Br)cc34)[nH]c(=O)c2C#N)cc(OC)c1OC,85,99,102,102,84,99,104,114,99
Cc1ccc(Cl)cc1N1C(=O)CC(Sc2ccccc2N)C1=O (stereo not given),97,127,101,101,103,93,111,110,111
COC(=O)c1sc(-c2ccc(C)cc2)cc1O,105,94,99,100,109,101,101,107,97
Nn1c(NN=Cc2cc(-c3ccccc3)cs2)n[nH]c1=S,/,83,98,108,91,112,101,112,100
NCCCNC1CCCCC1,99,108,94,111,105,105,108,105,104

# Part of the list above in order of SMILES length, smallest number first.
SMILES,NCI-H522,NCI-H322M,NCI-H23,NCI/ADR-RES,NCI-H226,HCT-15,NCI-H460,COLO 205,HCT-116
NCCCNC1CCCCC1,99,108,94,111,105,105,108,105,104
CC1C(=O)OC(=O)N1c1ccccc1 (stereo not given),100,140,100,101,128,116,130,/,94
COc1ccc(CCC(=O)c2ccccc2)cc1,87,99,111,105,/,101,113,113,94
O=C(N/N=C/c1ccccc1O)c1ccccc1,-4.7*,34,41,13,27,24,9.5*,19,15
COC(=O)c1sc(-c2ccc(C)cc2)cc1O,105,94,99,100,109,101,101,107,97
OCCNc1nc(Nc2ccc(Cl)c(Cl)c2)nc2ccccc12,62,71,55,/,62,26,33,-22*,30
Cc1ccc(Cl)cc1N1C(=O)CC(Sc2ccccc2N)C1=O (stereo not given),97,127,101,101,103,93,111,110,111
CC1(C)c2ccccc2-c2nc3ccccc3cc2C1N1CCOCC1 (stereo not given),/,113,100,99,107,91,105,101,91
Cc1ccc(S(=O)(=O)CC(=O)c2cc3ccccc3oc2=O)cc1,89,98,99,97,/,103,99,/,101
COc1ccc(C(=O)/C=C/Nc2cccc(S(N)(=O)=O)c2)cc1,100,101,97,107,100,100,107,112,106
Cc1c(Br)cccc1NC(=O)c1c(N)c2cc3c(nc2n1C)CCCC3,63,88,84,89,76,79,96,96,86
N=C1C(c2nc(-c3ccc(F)cc3)cs2)=C(O)CN1CCCN1CCOCC1,109,100,107,100,92,103,124,114,87
CCOC(=O)c1c(-c2ccc(O)cc2)c(C#N)c2c(C#N)c(N)nn2c1N,39,95,73,96,69,76,74,75,68
Cc1nn(-c2ccccc2)c(N2CCN(C)CC2)c1/C=N/N=c1\sc2ccccc2n1C,65,73,83,75,70,61,54,51,61
CC(=O)N1N=C(c2ccc3c(c2)OCO3)CC1c1sc(N(C)Cc2ccccc2)nc1Cl (stereo not given),84,100,90,92,101,94,103,98,90
COc1cc2cc(Sc3ccc(NC(=O)c4cccc(C(F)(F)F)c4)cc3)c(C)nc2cc1OC,99,/,98,104,90,101,111,97,100
COc1cc(-c2nc(N=Nc3c(O)[nH]c4ccc(Br)cc34)[nH]c(=O)c2C#N)cc(OC)c1OC,85,99,102,102,84,99,104,114,99
C=CC(=O)N[C@H](Cc1ccc(-c2cc(Cl)cc(Cl)c2)cc1)[C@H](O)[C@@H](O)C(=O)OCC,77,92,91,97,71,96,92,92,79

# Additional results.
SMILES,NCI-H522,NCI-H322M,NCI-H23,NCI/ADR-RES,NCI-H226,HCT-15,NCI-H460,COLO 205,HCT-116
O=C1NC2CCCCC2C(=O)N1O (stereo not given),74,108,100,107,96,108,105,111,101
CCN(C(=O)c1cc2ccccc2[nH]1)[C@H]1CCC[C@@H](NCc2ccc(OC)cc2)C1,96,76,90,88,107,81,103,88,92
NC1C2CN(c3cnc(C(=O)Nc4cc(F)cc5cccnc45)cn3)CC12 (stereo not given),82,83,94,91,89,60,99,45,24
COc1nc2ccc(OCc3ccccc3)cc2cc1-c1nc2c(cnn2-c2ccccc2)c(=O)[nH]1,104,95,100,102,109,103,100,114,102
NCCC[C@H](N)C(=O)O,84,93,90,109,101,104,88,97,97
Cc1ncc(NS(=O)(=O)c2ccc(N)cc2)nc1C,112,107,105,117,111,105,124,100,105
CCn1cc(-c2ccnc(NCCNS(=O)(=O)c3ccccc3)c2)c(-c2cccc(OC)c2)n1,73,90,92,96,88,99,87,103,90
O=C(NCc1ccccc1)Nc1ncccc1OCc1cccc(Cl)c1,77,92,91,96,93,92,97,/,84
CN(C)CCCOc1ccc2c(c1)CN(C(=O)c1cc(C(=O)N3Cc4cccc(F)c4C3)ccc1O)C2,98,105,102,107,97,89,105,109,106
CCOC(=O)c1c(C)oc2ncnc(N3CCN(CC(=O)Nc4ccc(C)cc4)CC3)c12,76,98,95,92,88,99,98,108,95
CS(=O)(=O)Oc1ccc(NC(=O)C23CC4CC(CC(C4)C2)C3)cc1,87,83,102,96,101,87,97,87,102
Oc1ccc(Cl)cc1Sc1cc(Cl)ccc1O,82,115,93,101,88,93,107,105,87

# By substructure, the compounds so far containing bromine
SMILES,NCI-H522,NCI-H322M,NCI-H23,NCI/ADR-RES,NCI-H226,HCT-15,NCI-H460,COLO 205,HCT-116
Cc1c(Br)cccc1NC(=O)c1c(N)c2cc3c(nc2n1C)CCCC3,63,88,84,89,76,79,96,96,86
COc1cc(-c2nc(N=Nc3c(O)[nH]c4ccc(Br)cc34)[nH]c(=O)c2C#N)cc(OC)c1OC,85,99,102,102,84,99,104,114,99

# Remaining list, next part:
SMILES,NCI-H522,NCI-H322M,NCI-H23,NCI/ADR-RES,NCI-H226,HCT-15,NCI-H460,COLO 205,HCT-116
COc1ccc(/C=C(\C#N)c2ccc([N+](=O)[O-])cc2)c2ccccc12,34,52,65,50,16,76,65,81,43
C/C(Cc1ccc(Cl)cc1)=C(\c1ccc(OCCN2CCOCC2)cc1)c1ccc(OC(=O)C2CCCCC2)cc1,76,85,89,94,101,92,103,108,84
O=c1c2sc3ncccc3c2nnn1-c1cccc(Cl)c1,94,107,97,110,95,90,94,105,92
COc1ccc(C=NNc2nc(SCC(=O)Nc3nc4ccc(C)cc4s3)nc(-c3ccccc3)c2C#N)cc1,98,101,98,98,88,101,96,116,88
N#Cc1ccc(-c2ccc(N)c(NC(=O)N3Cc4cc(CN5CCCC5)cnc4C3)n2)cc1,58,90,95,80,100,99,96,97,87
O=C(O)C(=O)Cc1ccccc1,108,97,106,110,99,106,112,105,103
CN(C)CC/C=C1/c2ccccc2COc2ccccc21,94&81,114&84,104&93,102&94,100&97,104&84,105&115,105&88,107&84
N=c1scc(-c2ccc(Cl)cc2)n1CC(=O)N1CCN(c2ccccc2)CC1,77,100,98,98,92,97,101,105,101
Cc1cccc(-c2nc(Nc3ccccc3S(N)(=O)=O)c3ccccc3n2)c1,100,94,97,89,71,78,61,94,99
COc1ccc(NC(=O)CSc2nc3ccccc3c(=O)n2CCc2ccccc2)cc1,105,81,92,85,94,92,75,95,88
CCN(CC)CCC(CNc1c(C)cnc2cc(Cl)ccc12)c1ccc(Cl)cc1 (stereo not given),32,54,61,59,102,35,68,-45*,23
O=C1CSC(=S)N1,96,96,103,101,94,102,104,114,107
COc1cc2nc(-c3ccco3)cc(OCCCN3CCC(O)CC3)c2cc1OC,49,55,50,74,52,31,14,33,19
O=C(Nc1ccc(NC2=NCCN2)cc1)c1ccc(C(=O)Nc2ccc(NC3=NCCN3)cc2)cc1,86,111,97,113,88,98,100,86,94
Oc1c(Cl)c2ccccc2c2ccccc12,44,100,103,68,100,112,116,113,101
N#CC(CC(=O)c1ccccc1)c1ccc(Cl)cc1 (stereo not given),84,94,101,100,96,102,105,109,108
CCCC[C@@H]1C[C@@H]2Cc3ccc4ccccc4c3N1O2,88,90,97,98,/,89,106,114,96
C#Cc1nc(/C=C\CCCCCCC(=O)NO)cs1,-60*,78,-63*,13,74,66,55,85,20
COC(=O)c1c(C(=O)OC)c2ccc3c4ncccc4ccc3n2c1C(=O)c1ccc(C)cc1,68,91,101,93,97,91,101,99,96
CC1OC(=O)c2cc3ccccc3nc21 (stereo not given),105,/,96,102,99,103,109,107,103
CCOC(=O)C1=C(CC(C)(C)O)NC(=O)NC1c1ccccc1 (stereo not given),96,102,108,109,102,105,111,109,84
Cc1noc(C)c1-c1ccc2nc(NC(=O)[C@H]3CCN(C#N)C3)cn2c1,25,99,76,96,91,84,99,83,82
Cc1cc(=O)oc2cc(OCCCCOc3ccc(/C=C/C(=O)Nc4ccc(Br)cc4)cc3)ccc12,72,87,71,70,43,83,91,130,88
O=C1OCCN1/N=C/c1ccco1,/,96,102,108,94,105,111,102,101
O=[N+]([O-])c1ccc2c(c1)/C(=N\O)c1cc(F)ccc1-2,78,97,99,107,/,96,98,/,84
CCCCn1c(=O)c(C2=NC(c3ccc(F)cc3)=C2)cc2ccc(Cl)cc21,80,74,78,81,85,91,63,91,63
O=C1C(=O)N(c2ccc(C(=O)O)cc2)C(c2ccccc2)/C1=C(/O)c1ccccc1 (stereo not given),91,104,99,102,101,100,103,107,93
CCC1CCc2nc3sc(C(=O)Nc4cccc(C)c4)c(N)c3cc2C1 (stereo not given),71,95,101,76,96,44,88,93,84
O=C(O)c1ccccc1C(=O)Nc1ccccc1Cl,97,91,94,99,95,99,100,104,96
O=c1n(Cn2cnn(-c3ccccc3)c2=O)cnn1-c1ccccc1,91,91,94,97,98,101,102,/,89
N#C/C(=C/N1C(=O)CC(=O)NC1=S)C(N)=O,100,94,94,97,100,103,111,101,96
OC(COc1ccc(Cl)cc1Cl)COc1ccc(Cl)cc1Cl,93,104,96,105,95,89,97,127,86
COc1cccc(-c2nc3ccc(C(=O)NN4C(=O)c5ccccc5C4=O)cc3[nH]2)c1,93,98,99,107,115,95,102,113,107
COc1ccc(-c2c(C#N)cnc(C)c2C)c(O)c1OC,84,109,99,106,103,100,114,100,106
CN(C)c1nc(NCCNS(=O)(=O)c2ccc(C(=O)/C=C/c3ccc(Cl)cc3)cc2)nc(Nc2ccc(F)cc2)n1,-87*,6.9*,-39*,-83*,-53*,-84*,-68*,-83*,-91*
COC(CCCl)(CCCl)OC,100,97,108,110,/,103,104,100,108
O=C(NN1C(=O)CSC1c1ccc(Cl)cc1)c1[nH]c2ccc(F)cc2c1-c1ccccc1 (stereo not given),74,82,58,43,/,56,5.1*,14,32

# No enrichment for hits, and some 13% of all compounds hit somewhere here.
